TEAD-YAP inh – TEAD-YAP interaction inhibition. HEK-TIYL cells, TEAD-Gal4/YAP UAS-luciferase luminescence. inhibition, % at 9.12 µM. actives 1.4% (n = 640,000). AID 1259422; in the data active = inhibition above about 32%;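 note: 0% = median of test compound wells and 100% = reference inhibitor wells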
MITF inh – human MITF inhibition, primary screen | O75030 | AlphaScreen MITF homodimerization, bead proximity signal | inhibition, % at 2.6 µM | actives 0.91% (n = 650,000) | AID 1259374; in the data active = inhibition above about 50%;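 note: 0% = vehicle wells with protein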
Target sequence (O75030 whole entry, looked up): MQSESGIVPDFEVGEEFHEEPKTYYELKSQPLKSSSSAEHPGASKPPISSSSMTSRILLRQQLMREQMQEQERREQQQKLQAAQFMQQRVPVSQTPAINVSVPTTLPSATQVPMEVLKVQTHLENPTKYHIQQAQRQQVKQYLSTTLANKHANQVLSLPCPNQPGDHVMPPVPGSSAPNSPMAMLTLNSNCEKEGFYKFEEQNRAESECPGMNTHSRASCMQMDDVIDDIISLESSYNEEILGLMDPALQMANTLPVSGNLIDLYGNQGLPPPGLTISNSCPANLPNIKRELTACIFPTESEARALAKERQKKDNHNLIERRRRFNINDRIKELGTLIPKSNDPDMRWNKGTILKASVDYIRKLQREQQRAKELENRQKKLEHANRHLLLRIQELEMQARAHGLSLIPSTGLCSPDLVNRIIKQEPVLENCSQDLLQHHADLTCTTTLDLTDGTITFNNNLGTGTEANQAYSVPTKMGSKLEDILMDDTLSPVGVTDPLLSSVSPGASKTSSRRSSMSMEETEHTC
FBW7 activator – activators of human E3 ligase FBW7 | normalized activity (activation), % at 26.1 µM | AlphaScreen FBW7–phospho-cyclin E peptide binding, activator screen | actives 0.13% (n = 650,000); in the data active = normalized activity above about 1.9%;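 note: purified mutant Fbw7 with reduced substrate affinity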
GPR151 activ – human GPR151 activation | Q8TDV0 | PathHunter beta-arrestin GPR151 cells, luminescence | activation, % at 11.2 µM | actives 1% (n = 650,000); in the data active = activation above about 4.9%;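 note: 0% = median of compound wells and 100% = cells with positive control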
Target sequence (Q8TDV0 whole entry, looked up): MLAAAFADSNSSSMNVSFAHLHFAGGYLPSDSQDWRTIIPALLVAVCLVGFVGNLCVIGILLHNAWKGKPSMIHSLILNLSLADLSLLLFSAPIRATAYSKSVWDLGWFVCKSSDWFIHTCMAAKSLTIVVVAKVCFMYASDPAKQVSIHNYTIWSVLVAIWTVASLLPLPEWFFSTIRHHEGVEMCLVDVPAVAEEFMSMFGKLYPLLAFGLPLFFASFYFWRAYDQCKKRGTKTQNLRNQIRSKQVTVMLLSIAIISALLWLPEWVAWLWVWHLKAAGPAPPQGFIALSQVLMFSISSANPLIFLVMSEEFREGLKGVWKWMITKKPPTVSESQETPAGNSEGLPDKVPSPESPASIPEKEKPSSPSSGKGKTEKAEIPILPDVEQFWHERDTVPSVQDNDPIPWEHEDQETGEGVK
Starred values were filed as active, the others as inactive; nt = no result given; & = joins results of further samples; ! = repeats disagree.

Molecule | TEAD-YAP inh | MITF inh | FBW7 activator | GPR151 activ
COc1ccccc1C1=NN(c2nc(-c3ccccc3)c3cc(Br)ccc3n2)C(c2ccc(Br)cc2)C1 (stereo not drawn) | -0.8 | -13.6 | -0.1 | 0.3
COc1cccc(C2C(C#N)=C(N)Oc3n[nH]c(C(C)(C)C)c32)c1 (stereo not drawn) | 9.3 | 9.1 | -0.4 | 0.1
Cc1ccc2c(c1)N(C(=O)Nc1ccccc1C)CC(C)O2 (stereo not drawn) | -4.0 | -3.0 | 0.1 | 2.1
O=C1c2cccc(O)c2C(=O)c2c(O)cccc21 | -2.5 | 28.6 | -0.5 | -1.9
Cc1ccc(N2C(=O)Nc3ccccc3S2(=O)=O)cc1Cl | 10.7 | 11.1 | 0.0 | 3.4
COc1ccc(/C=N/NC(=O)Cc2ccc([N+](=O)[O-])cc2)c(OC)c1 | 9.7 | 10.0 | 0.0 | -0.3
COc1cccc(OCC(Cn2c(C)nc3ccccc32)OC(C)=O)c1 (stereo not drawn) | -4.2 | 3.3 | 0.1 | -1.0
COc1ccc(C(=O)N2CCN(C(=O)c3cccc(Cl)c3)CC2)cc1OC | -3.8 | -1.9 | 0.1 | 0.4
COc1cc(C2NC(=O)NC(C)=C2C(=O)OC(C)C)ccc1OC(F)F (stereo not drawn) | -19.4 | -11.2 | 0.0 | -1.2
CCOC(=O)C(CC)Sc1nc(C)nc2c1c(=O)n(C)c(=O)n2C (stereo not drawn) | 4.6 | 10.8 | 0.0 | -0.2

Structural class, the compounds so far with an aryl methoxy group
Molecule | TEAD-YAP inh | MITF inh | FBW7 activator | GPR151 activ
COc1ccccc1C1=NN(c2nc(-c3ccccc3)c3cc(Br)ccc3n2)C(c2ccc(Br)cc2)C1 (stereo not drawn) | -0.8 | -13.6 | -0.1 | 0.3
COc1cccc(C2C(C#N)=C(N)Oc3n[nH]c(C(C)(C)C)c32)c1 (stereo not drawn) | 9.3 | 9.1 | -0.4 | 0.1
COc1ccc(/C=N/NC(=O)Cc2ccc([N+](=O)[O-])cc2)c(OC)c1 | 9.7 | 10.0 | 0.0 | -0.3
COc1cccc(OCC(Cn2c(C)nc3ccccc32)OC(C)=O)c1 (stereo not drawn) | -4.2 | 3.3 | 0.1 | -1.0
COc1ccc(C(=O)N2CCN(C(=O)c3cccc(Cl)c3)CC2)cc1OC | -3.8 | -1.9 | 0.1 | 0.4
COc1cc(C2NC(=O)NC(C)=C2C(=O)OC(C)C)ccc1OC(F)F (stereo not drawn) | -19.4 | -11.2 | 0.0 | -1.2

Some of the entries so far, with values under each structure.
Values run as follows: TEAD-YAP inh	MITF inh	FBW7 activator	GPR151 activ
COc1cc(C2NC(=O)NC(C)=C2C(=O)OC(C)C)ccc1OC(F)F (stereo not drawn)
→ -19.4	-11.2	0.0	-1.2
COc1ccc(/C=N/NC(=O)Cc2ccc([N+](=O)[O-])cc2)c(OC)c1
→ 9.7	10.0	0.0	-0.3

Remaining list, next part
Molecule | TEAD-YAP inh | MITF inh | FBW7 activator | GPR151 activ
Cn1c(N2CCOCC2)nc2c1c(=O)n(Cc1c(F)cccc1Cl)c(=O)n2C | 1.5 | 17.3 | 0.0 | 0.2
COc1ccc(OCc2ccc(C(=O)Oc3ccc(C)cc3-n3nc4ccccc4n3)cc2)cc1 | -17.6 | -14.6 | 0.2 | 0.0
O=C(CSc1nc(Nc2ccccc2)c2ccccc2n1)c1ccc(Cl)cc1 | 25.4 | 2.7 | -0.2 | 0.4
COc1ccccc1Cc1nc2ccccc2nc1SCC(=O)NC1CCCCC1 | 10.1 | -2.6 | -0.1 | 0.6
O=C(Nc1ccc2c(c1)C(=O)NC2=O)c1ccc(Cl)cc1Cl | -0.2 | -2.7 | 0.0 | -0.9
COc1ccc(OC)c(NC(=O)c2cc3nc(-c4ccc(OC)c(OC)c4)cc(C(F)(F)F)n3n2)c1 | -7.4 | -4.4 | 0.0 | 1.2
CC(=O)Nc1ccc(OC(=O)c2ccc([N+](=O)[O-])c(C)c2)cc1 | 1.2 | 2.6 | 1.1 | 3.8
Cc1ccccc1Nc1cc(=O)[nH]c(=O)[nH]1 | -1.9 | 3.5 | -0.1 | 1.5
Cc1c(NS(=O)(=O)c2cc(Cl)ccc2Cl)c(=O)n(-c2ccccc2)n1C | -3.4 | -7.2 | -0.1 | -1.9
CC(=O)c1ccc(NC(=O)CSc2nnc3c(n2)[nH]c2ccc(F)cc23)cc1 | 1.6 | 16.6 | -0.2 | 0.7
Cc1ccc2oc(=O)c3cnn(CC(=O)N4CCN(C(=O)c5ccco5)CC4)c3c2c1 | -10.5 | 11.6 | 0.1 | 4.6
CCC(C)(C)NC(=O)C(c1ccccc1F)N(C(=O)c1csnn1)C1CC1 (stereo not drawn) | 6.9 | 9.6 | 0.0 | -0.9
O=C1c2cc(N3CCOCC3)c([N+](=O)[O-])cc2C(=O)N1Cc1ccco1 | -0.1 | -4.7 | 0.0 | 0.2
CC(C)OC(=O)c1c(-c2ccccc2)csc1N | 5.1 | 7.8 | 0.2 | -1.0
Ic1ccc2c(c1)C1c3ccccc3C2c2ccccc21 | 9.6 | -2.3 | 0.0 | 1.2
CC(C)CN1C(=O)CCC1CCNCCOc1ccccc1 (stereo not drawn) | 1.4 | 13.7 | 0.2 | -0.6
CCCc1cc(=O)[nH]c(SCC(=O)N(C)C2CCS(=O)(=O)C2)n1 (stereo not drawn) | -2.4 | 19.2 | 0.4 | -1.5
COc1cc(C(O)COc2ccccc2OC)ccc1O (stereo not drawn) | 0.7 | -5.3 | -0.1 | 0.6
Oc1oc(-c2ccc(Br)cc2)nc1C=Nc1ccc(Br)cc1Br | 1.5 | 10.4 | -0.2 | 0.1
O=C1C2C3c4ccccc4C([N+](=O)[O-])(c4ccccc43)C2C(=O)N1c1cccc([N+](=O)[O-])c1 (stereo not drawn) | 9.0 | 6.5 | 0.1 | 0.2
COc1ccc(NC(=O)N2CCC(n3nnc4cc(F)ccc43)CC2)cc1 | -4.5 | 9.4 | 0.1 | 3.5
COc1ccc(C(CC(=O)NCCc2ccccc2)NS(=O)(=O)c2ccc(C)cc2)cc1 (stereo not drawn) | 5.7 | 7.3 | -0.1 | 0.7
CC1Cc2ccccc2N1C(=O)CSc1nnc(NC(=O)CCCl)s1 (stereo not drawn) | -1.9 | 24.1 | 0.0 | -1.1
CN1c2ncccc2C(=O)NC12CCN(C(=O)CCc1nc3ccccc3s1)CC2 | -4.4 | -6.9 | 0.0 | 0.1
CCOCCCNC(=O)c1c[nH]c2ccc(S(=O)(=O)N(C)c3ccc(OCC)cc3)cc2c1=O | -6.1 | 9.6 | -0.1 | 1.1
COc1ccc(-c2nc(C(=O)N3CCN(C)CC3)sc2-c2ccc(OC)cc2)cc1 | nt | 7.2&-14.0 | 0.1 | 6.7*!
OCCN1CCN(c2ncc(-c3ccsc3)n3ccnc23)CC1 | -51.4 | 20.1 | -0.3 | 1.2
CCC(C)(C)NC(=O)Cc1ccccc1OC | -4.1 | 12.5 | 0.1 | -0.8
COc1cccc(C(=O)Nc2ccc3oc(-c4ccc5ccccc5c4)nc3c2)c1 | -28.8 | 1.1 | -0.1 | -0.1
CC1CC(C)(C)CC2(C1)NC(=O)N(CC(=O)NC(C)c1ccc(-n3ccnc3)cc1)C2=O (stereo not drawn) | 0.1 | 2.4 | -0.1 | -1.2
COc1cc2c(C(=O)N(C)c3ccccc3C)cn(CC(C)C)c(=O)c2cc1OC | -16.8 | -8.9 | 2.2* | 0.9
COc1ccc(CNc2nc3ccccc3n2C)c(O)c1 | 1.4 | 6.0 | 0.3 | -4.3
COC(=O)c1c(OCc2ccc(F)cc2)cc(=O)n2c1CCN(Cc1ccn[nH]1)CC2 | -43.7 | 5.4 | -0.5 | 1.2
COc1ccccc1/C=C/C(=O)Nc1sc2c(c1C(N)=O)CCC2 | -12.3 | -3.7 | -0.1 | 0.6
Cc1cc(F)ccc1N1CCC(N2CCN(CCC(C)C)C(CCO)C2)CC1 (stereo not drawn) | 3.6 | -4.7 | -0.2 | -0.4
CCOc1ccc(S(=O)(=O)Nc2c(F)cccc2F)c2cccnc12 | -1.3 | -9.4 | 0.0 | -0.2
O=C(N[C@H]1C[C@H]2C(=O)N[C@H](Cc3ccccc3)C(=O)N2C1)Oc1ccc(F)cc1 | -1.6 | -4.6 | 0.2 | -0.4
COc1cc(/C=N/n2cnnc2)c(Br)cc1OC(C)=O | 13.3 | 5.8 | -0.2 | -1.0
CCOCN(C(=O)Cn1cnc2ccccc21)c1c(C)cccc1CC | 6.9 | 3.4 | 0.0 | 4.7
CCc1nc(SCC(=O)C(C)(C)C)c(C#N)cc1C | -78.6 | -5.0 | 0.1 | 0.8
CC(C)CCNC(=O)C12CC3CC(CC(O)(C3)C1)C2 | 2.1 | 2.5 | 0.2 | 0.4
O=[N+]([O-])c1ccc(-c2nc(C=Nc3cc(Cl)c(Cl)cc3Br)c(O)o2)cc1 | -1.0 | -0.8 | 0.1 | 0.1
CCN(CC)CCn1c(=O)c2c(ncn2CC(O)CO)n(C)c1=O (stereo not drawn) | -4.7 | 11.1 | 0.8 | 0.0
COC(=O)c1cnn2c3c(c(C)nc12)CCCC3 | -40.7 | 2.2 | -0.1 | -1.6
Cc1ccc(CCNC(=O)CCCCn2c(=O)[nH]c3ccsc3c2=O)cc1 | 1.1 | 7.8 | -0.1 | 0.0
CS(=O)(=O)Nc1cccc(C2=NN(C(=O)CCCC(=O)O)C(c3ccccc3)C2)c1 (stereo not drawn) | -7.9 | -7.1 | 0.0 | 2.0
COc1ccc(CC(=O)NCC2(CO)CC2)cc1OC | 1.9 | 5.9 | 0.0 | -0.9
O=C(NCc1cccnc1)c1c(O)c2cccc3c2n(c1=O)CC3 | -0.6 | 11.5 | 0.1 | 0.1
O=C(NCc1nc(-c2ccc(Cl)cc2)no1)c1ccco1 | -10.9 | -2.6 | 0.1 | -1.1
C=C(C)Cn1c(SCC(=O)c2ccc(Br)cc2)nc2sc3c(c2c1=O)CCCC3 | -14.3 | 3.4 | -0.2 | -0.2

The list continues.
Molecule | TEAD-YAP inh | MITF inh | FBW7 activator | GPR151 activ
Cc1cc(C)n(/N=C\c2c(O)ccc3ccccc23)c(=O)c1C(N)=O | 5.3 | 15.9 | 0.2 | -0.7
CCCCNC(=O)CN1N=C(c2ccc(OC)cc2)CCC1=O | -9.9 | 2.8 | -0.3 | 2.3
COc1ccc(/C(C)=N/OCC(=O)Nc2sc3c(c2C#N)CCCC3)cc1 | 5.0 | -4.5 | 0.0 | 1.3
CCOc1ccc(NC(=O)c2cc(S(=O)(=O)NCc3ccc(C)cc3)ccc2F)cc1 | 4.2 | 3.2 | 0.1 | 0.0
C=CCc1cccc2cc(C(=O)Nc3ccccc3CC)c(=O)oc12 | 3.9 | 3.2 | -0.1 | 0.1
CS(=O)(=O)N(CC(=O)Nc1ccc(Oc2ccccc2)cc1)c1ccccc1Cl | 8.6 | 0.8 | -0.1 | 0.5
COC(=O)c1ccc(C(=O)OC)c(NC(=O)CCN2C(=O)c3ccccc3C2=O)c1 | -1.3 | -6.7 | -0.1 | 0.5
CCC(C)(C)NC(=O)C(c1ccc(C)o1)N(C(=O)c1csnn1)c1cccc(F)c1 (stereo not drawn) | -8.7 | 4.0 | -0.1 | -0.5
CCC1CCCCN1C(=O)CCc1nnc(Cc2c[nH]c3ccccc23)o1 (stereo not drawn) | -7.1 | 3.6 | 0.0 | -0.5
Cc1nc2c(sc3nc4c(cc32)COC(C)(C)C4)c(=O)o1 | -2.5 | 19.5 | 0.1 | 0.3
CCC(Cc1ccccc1)NC(=O)CS(=O)(=O)Cc1nc(-c2ccccc2C)oc1C (stereo not drawn) | 9.5 | -7.3 | -0.1 | 1.0
CC1(C2CCN(C(=O)c3cnsn3)CC2)NC(=O)N(Cc2ccc(F)cc2)C1=O (stereo not drawn) | -4.0 | 9.0 | -0.1 | -1.5
COCCn1c(=NC(=O)c2cc(=O)c3ccccc3o2)sc2cc([N+](=O)[O-])ccc21 | 7.3 | -2.3 | 0.3 | -0.1
COc1ccccc1-c1nc2s/c(=C\c3ccc(C)o3)c(=O)n2n1 | 13.2 | -5.5 | 0.0 | 1.4
CCCCNc1ncnc2c1c(-c1ccccc1)cn2-c1ccc(OCC)cc1 | -0.4 | 1.4 | -0.1 | 1.0
CN1CCN(/N=C/c2ccc(Sc3nncn3C)c([N+](=O)[O-])c2)CC1 | 4.2 | 1.8 | -0.1 | -0.5
CCC(C)NC(=O)CN(c1cc(C)cc(C)c1)S(=O)(=O)c1c(C)[nH]c(=O)[nH]c1=O (stereo not drawn) | 1.5 | 9.3 | 0.9 | 0.7
FC(F)(F)c1ccc(Cn2cnc3c(NC4CCN(Cc5ccccc5)CC4)nc(Nc4ccncn4)nc32)cc1 | -8.0 | 7.4 | -0.2 | -1.0
COc1cc(CO)c(Br)cc1O | 6.6 | 7.7 | 0.7 | -1.7
CCOc1ccccc1CN1CCN(Cc2ccc3nonc3c2)CC1CCO (stereo not drawn) | -1.9 | 2.0 | -0.2 | 1.4
O=C(Nc1ccc(I)cc1)c1ccc(Cl)c(S(=O)(=O)N2CCCCCC2)c1 | -4.3 | 5.5 | 0.0 | 0.6
CCOC(=O)C1CCCN(Cc2coc3ccccc3c2=O)C1 (stereo not drawn) | -3.4 | 15.4 | 0.0 | -0.3
Cc1csc(SCC(=O)c2ccc(S(=O)(=O)N3CCOCC3)cc2)n1 | -4.3 | 6.4 | 0.2 | -0.8

Screens: PubChem BioAssay, The Scripps Research Institute Molecular Screening Center
